Bim-Bcl-2 – human Bim-Bcl-2 interaction inhibition. P10415. Bead-based flow cytometry, Bim peptide-Bcl-2 binding. inhibition, % at 10 µM. actives 0.06% (n = 190,000); in the data active means inhibition above about 40%; inconclusive means no clear call, values can overlap the other calls;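 further: 0% = no compound wells with probe peptide and 100% = reference peptide inhibitor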
Target sequence (P10415 whole entry, looked up): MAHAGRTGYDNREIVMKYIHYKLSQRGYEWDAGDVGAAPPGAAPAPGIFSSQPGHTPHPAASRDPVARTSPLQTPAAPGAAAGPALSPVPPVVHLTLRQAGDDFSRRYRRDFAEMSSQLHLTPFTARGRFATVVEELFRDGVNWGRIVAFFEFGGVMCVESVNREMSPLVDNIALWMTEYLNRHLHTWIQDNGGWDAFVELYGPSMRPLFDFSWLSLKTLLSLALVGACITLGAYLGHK
Bcl-XL Bim block – human Bim-Bcl-XL interaction inhibition; Bim peptide-Bcl-XL binding, bead flow cytometry, fluorescence; actives 0.04% (n = 190,000); Q07817; inhibition, % at 10 µM
Target sequence (Q07817 whole entry, looked up): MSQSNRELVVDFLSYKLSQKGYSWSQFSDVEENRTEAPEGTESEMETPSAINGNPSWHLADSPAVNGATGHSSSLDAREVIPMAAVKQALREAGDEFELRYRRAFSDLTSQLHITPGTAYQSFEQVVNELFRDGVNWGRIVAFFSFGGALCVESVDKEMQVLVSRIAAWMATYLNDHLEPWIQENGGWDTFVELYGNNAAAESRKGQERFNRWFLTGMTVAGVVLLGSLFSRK
Bcl-W Bim block – inhibitors of Bim-Bcl-W interaction, human; Q92843; bead-based flow cytometry, Bim peptide-Bcl-W binding; inhibition, % at 10 µM; actives 0.02% (n = 190,000); AID 952;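 further: 0% = bound tracer without compound and 100% = peptide blocker; higher means less fluorescent Bim peptide bound to Bcl-W beads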
Mcl1-Bid inh – Mcl-1/Bid interaction inhibition; actives 0.97% (n = 220,000); inhibition, % at 21.7 µM; TR-FRET Mcl-1/Bid-Dy647 peptide binding, 1536-well;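 active means compounds that cut the binding signal by more than half at the single screening dose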;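 further: His-tagged Mcl-1 with europium anti-His antibody binding Bid BH3 peptide; 0% = Mcl-1 plus peptide wells and 100% = peptide-only wells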
Target sequence (Q07820 whole entry, looked up): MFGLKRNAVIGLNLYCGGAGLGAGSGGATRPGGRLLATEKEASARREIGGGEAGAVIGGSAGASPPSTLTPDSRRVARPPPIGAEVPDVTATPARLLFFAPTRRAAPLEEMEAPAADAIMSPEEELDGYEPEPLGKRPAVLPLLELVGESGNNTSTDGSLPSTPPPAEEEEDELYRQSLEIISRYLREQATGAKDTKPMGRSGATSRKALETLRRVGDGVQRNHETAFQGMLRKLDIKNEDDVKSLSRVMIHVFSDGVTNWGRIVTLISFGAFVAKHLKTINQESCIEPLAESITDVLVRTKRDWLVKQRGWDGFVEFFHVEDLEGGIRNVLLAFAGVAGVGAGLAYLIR
Mcl1-Noxa inh – Mcl-1/Noxa interaction inhibition; Q07820; TR-FRET Mcl-1/Noxa peptide binding, 2 h; inhibition, % at 21.7 µM; actives 1.5% (n = 220,000); AID 1022;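 active means compounds that cut the protein-peptide binding signal by more than 50% relative to plate controls in a single-dose test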;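 further: His-tagged Mcl-1 with rhodamine Noxa BH3 peptide and terbium anti-His antibody; 0% = Mcl-1 plus Noxa peptide wells and 100% = peptide-only wells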
RGS4-Gao reg – human RGS4-Galphao interaction regulation | P09471 | Multiplexed bead flow cytometry, RGS4-Galphao binding; actives lie on both sides | binding response (% of control), % at 10 µM | actives 0.33% (n = 220,000) | AID 1415; in the data active means binding response below about 49% or above about 150%; inactive means in between;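 further: fluorescent Galphao activated with aluminum fluoride binding bead-coupled RGS4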
RGS7-Gao reg – modulates binding of RGS7 to human Galphao. P09471. Multiplexed bead flow cytometry; actives lie on both sides. binding response (% of control), % at 10 µM. actives 0.35% (n = 220,000); in the data active means binding response below about 49% or above about 150%; inconclusive means no clear call, values can overlap the other calls; inactive means in between;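 further: fluorescent Galphao held in activated GDP-AlF4 state binding bead-coupled RGS7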
Bim-Bcl-B – disrupts Bim peptide binding to human Bcl-B | bead-based flow cytometry | inhibition, % at 10 µM | actives 0.073% (n = 190,000) | AID 951;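 further: 0% = tracer peptide without compound and 100% = reference inhibitor peptide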
Target sequence (Q9HD36 whole entry, looked up): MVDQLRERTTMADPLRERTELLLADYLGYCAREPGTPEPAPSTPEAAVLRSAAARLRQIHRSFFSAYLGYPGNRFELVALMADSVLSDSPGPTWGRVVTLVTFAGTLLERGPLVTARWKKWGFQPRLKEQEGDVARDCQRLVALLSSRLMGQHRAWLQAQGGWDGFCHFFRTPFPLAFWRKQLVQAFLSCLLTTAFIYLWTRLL
Bim-Mcl-1 – inhibitors of Bim-Mcl-1 interaction, human; Bead-based flow cytometry, Bim peptide-Mcl-1 binding; Q07820; actives 0.1% (n = 190,000); inhibition, % at 10 µM;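 further: 0% = no compound tracer wells and 100% = peptide blocker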
Bim-Bfl-1 – inhibitors of Bim-Bfl-1 interaction, human | Q16548 | Bead-based flow cytometry, Bim-Bfl-1 binding inhibition | inhibition, % at 10 µM | actives 0.12% (n = 190,000);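 further: 0% = wells without compound plus tracer and 100% = blocker peptide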
RGS8-Gao – regulators of human RGS8-Galphao interaction. P09471. multiplexed bead flow cytometry, RGS8-Galphao binding; actives lie on both sides. response (percent of control binding), % at 10 µM. actives 0.34% (n = 220,000); in the data active means response below about 60% or above about 140%; inactive means in between;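 further: Galphao activated as the GDP aluminium fluoride complex binding bead-coupled RGS8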
* hit, by the source's call; ? = inconclusive; . = not tested or not shown. Unless noted, no stated cut-off is given here; in the data, active means inhibition above about 40%. Hits appear at their usual frequency. Share with any hit: about 2.7%.

entry	Bim-Bcl-2	Bcl-XL Bim block	Bcl-W Bim block	Mcl1-Bid inh	Mcl1-Noxa inh	RGS4-Gao reg	RGS7-Gao reg	Bim-Bcl-B	Bim-Mcl-1	Bim-Bfl-1	RGS8-Gao	mol
1	-11	-1	-1	-2	6	107	104	-10	-2	-12	107	CN(Cc1nc2ccccc2c(=O)[nH]1)Cc1cc(=O)oc2ccc3ccccc3c12
2	-5	0	4	45	48	102	100	-4	1	-7	101	Nc1c(C(=O)NCc2ccco2)c2nc3ccccc3nc2n1CCc1ccccc1F
3	-13	-2	0	-39	.	104	100	-7	-2	-13	103	CCc1cc(C(=O)c2ccccc2OC)c(N)s1
4	.	.	.	11	25	96	?	.	.	.	101	Clc1ccc(/C=N/Nc2ncnc3nc[nH]c23)cc1
5	-8	-1	-5	-17	3	93	95	-22	-4	1	103	CCCCn1c(SCN2C(=O)c3ccccc3C2=O)nc2cc(S(N)(=O)=O)ccc21
6	-6	0	-3	-14	4	105	102	-7	2	-4	102	CC(C)c1cc(NCC2CCCO2)n2c(nc3ccccc32)c1C#N (configuration not stated)
7	-4	-4	-3	-9	2	102	103	0	-6	-4	102	N#C/C(=C\c1ccc(F)cc1)c1n[nH]c(Cn2cncn2)n1
8	-5	-3	0	-33	5	97	97	-6	-2	-7	103	CC(C)CCOc1ccc(C2CC(=O)N(C)C2=O)cc1 (configuration not stated)
9	0	-3	-4	-37	-12	104	104	-3	0	0	105	Cc1cc(C)n2cc(COc3ccccc3)nc2n1
10	.	.	.	-40	4	66	?	.	.	.	101	S=C(Nc1ccc2c(c1)OCO2)Nc1ccccc1Cl
11	-2	-3	-2	-32	-2	99	101	0	-2	0	100	CC(C)(C)SCCNC(=O)c1ccc(Cl)c([N+](=O)[O-])c1
12	-13	-2	2	15	-4	105	101	-4	-1	-14	103	CCN(CC)S(=O)(=O)c1ccc(Cl)c(OC)c1
13	-10	-3	1	14	18	101	103	-5	0	-8	101	CCOCc1nc(C)c(Cl)c(NS(=O)(=O)c2ccc(N)cc2)n1
14	-10	4	-1	3	-19	103	105	-8	-2	-12	100	CNC(=O)CSCCn1c(SCC(=O)NC)nc2ccccc2c1=O
15	-3	-3	-1	23	13	101	100	-2	0	-3	103	COc1ccc2[nH]c(C)cc(=O)c2c1
16	-9	-7	-7	-6	4	97	102	-8	-2	-9	101	CCOC(=O)C1CCCN(c2c(N3CCN(c4ccccn4)CC3)c(=O)c2=O)C1 (configuration not stated)
17	-9	-5	-1	-1	.	102	96	-5	-2	-11	101	CC1COC2C(O1)N(S(C)(=O)=O)CCN2S(C)(=O)=O (configuration not stated)
18	0	0	-3	-26	2	86	92	-1	-2	-1	96	O=C(O)CCSc1nc2ccccc2n1CCOc1ccccc1
19	.	.	.	6	12	113	?	.	.	.	107	O=S(=O)(Nc1nc2ccccc2s1)c1cnc(Cl)c(Br)c1
20	-2	0	2	-12	-8	100	?	-3	1	-7	101	CN(CC(=O)NCCc1ccc(F)cc1)Cc1cccc(Cl)c1
21	0	-1	-1	-35	19	100	100	-8	-2	2	80	CCc1c(-c2n[nH]c(=S)n2Cc2ccccc2)csc1C
22	-2	-2	-1	-12	-12	103	102	1	0	-8	104	CC1=NN(c2ccccc2)C(=O)/C1=C\c1cn(C)c2ccccc12
23	-7	-6	-4	-21	19	101	?	-9	-3	-7	103	COC(=O)c1oc2ccccc2c1NC(=O)c1ccccc1O
24	-8	-1	0	-23	0	91	97	-8	0	-8	97	C=C(C)CSC1=C(C#N)C(c2ccccc2Cl)CC(=O)N1 (configuration not stated)
25	5	1	0	8	20	100	?	2	-5	4	103	O=C(Nc1ccn(Cc2ccc(Cl)cc2)n1)c1ccccc1
26	-1	-1	-3	-2	12	100	?	0	-3	2	100	Cc1ccc(S(=O)(=O)N(C)C)cc1NC(=O)COC(=O)COc1ccccc1[N+](=O)[O-]
27	.	.	.	-14	25	109	.	.	.	.	104	CCOC(=O)c1[nH]c(C)c(C(=O)OC)c1C
28	-1	-2	-2	-13	7	99	99	-5	0	-9	97	COCC(=O)Nc1ccc(F)cc1
29	-4	-10	-1	-10	3	95	90	-3	-1	0	103	CCNc1nc(N2CCCCC2)nc(-n2nnc(C(=O)OCC)c2C)n1
30	-11	-5	1	-12	3	102	97	-3	0	-16	103	N#CCC(=O)NCCCOC(=O)Nc1ccc(Cl)c(Cl)c1

Reprinted from the part before: 6 entries, then new ones.
entry	Bim-Bcl-2	Bcl-XL Bim block	Bcl-W Bim block	Mcl1-Bid inh	Mcl1-Noxa inh	RGS4-Gao reg	RGS7-Gao reg	Bim-Bcl-B	Bim-Mcl-1	Bim-Bfl-1	RGS8-Gao	mol
25	5	1	0	8	20	100	?	2	-5	4	103	O=C(Nc1ccn(Cc2ccc(Cl)cc2)n1)c1ccccc1
26	-1	-1	-3	-2	12	100	?	0	-3	2	100	Cc1ccc(S(=O)(=O)N(C)C)cc1NC(=O)COC(=O)COc1ccccc1[N+](=O)[O-]
27	.	.	.	-14	25	109	.	.	.	.	104	CCOC(=O)c1[nH]c(C)c(C(=O)OC)c1C
28	-1	-2	-2	-13	7	99	99	-5	0	-9	97	COCC(=O)Nc1ccc(F)cc1
29	-4	-10	-1	-10	3	95	90	-3	-1	0	103	CCNc1nc(N2CCCCC2)nc(-n2nnc(C(=O)OCC)c2C)n1
30	-11	-5	1	-12	3	102	97	-3	0	-16	103	N#CCC(=O)NCCCOC(=O)Nc1ccc(Cl)c(Cl)c1
31	1	1	2	8	59*	97	94	0	-1	-3	96	CC(C)(C)C1CCC(C(=O)OCC(=O)Nc2ccc3[nH]c(=O)[nH]c3c2)CC1 (configuration not stated)
32	0	2	0	-21	0	97	99	-3	0	-1	99	O=C(CN(C(=O)c1csnn1)c1cccc(F)c1)NCc1ccc(F)cc1
33	1	0	0	-63	6	104	102	0	2	-2	102	S=C(NCc1ccco1)N1CCOCC1
34	-1	-2	-1	-17	20	102	100	-3	-1	-4	100	C=CCN(CC=C)C(=O)c1cc(Cl)ccc1[N+](=O)[O-]
35	0	0	0	4	2	96	96	0	-1	0	100	O=C(NOC(=O)c1cc(Br)ccc1Cl)c1cccs1
36	0	-3	-3	-12	3	112	114	-1	-3	0	109	COc1ccccc1C(=O)NC(C)C(c1cccs1)N1CCN(C)CC1 (configuration not stated)
37	-5	-21	4	7	-6	100	100	-6	0	-7	99	COc1ccc(NC(=O)CN2CCN(CC(=O)Nc3ccccc3Cl)CC2)c(OC)c1
38	.	.	.	-18	4	114	?	.	.	.	105	COc1cc(/C=N\NC(=O)c2ccccc2F)ccc1Oc1ccc([N+](=O)[O-])cn1
39	-3	-1	0	9	2	101	100	0	1	0	104	CC(C)(C)C(=O)Nc1ccc(C(=O)N/N=C/c2ccccc2OC(=O)c2ccc(Cl)cc2Cl)cc1
40	4	0	1	-29	17	94	99	-3	0	-1	100	C[N+]1(CCOS(=O)C23CC4CC(CC(C4)C2)C3)CCOCC1 (configuration not stated)
41	0	-2	0	-7	1	102	103	-8	-2	-12	101	CCCNC(=O)c1ccccc1NC(=O)Nc1ccccc1C
42	-4	-6	-6	-1	10	106	106	-3	-6	-2	107	Cc1ccc(OCCNC(=O)/C=C/c2ccccc2)cc1C
43	.	.	.	-31	16	106	?	.	.	.	105	CC(=O)Nc1ccc(C)c(NC(=S)Nc2ccc(F)cc2)c1
44	-15	0	-1	-40	33	103	111	-4	-5	-17	105	COc1ccc(-n2cccc2/C=C2/NC(=O)N(c3cccc(Cl)c3)C2=O)cc1
45	-7	-13	-7	63*	8	98	96	-14	-4	-14	99	Cc1ccc(OCC(=O)NC(=S)Nc2cccc(NC(=O)c3ccc(Cl)cc3Cl)c2)cc1
46	0	-11	-7	-20	3	101	102	-12	-5	-10	103	O=C(Cc1nnc(NC(=O)c2ccccc2)s1)N/N=C/c1ccco1
47	0	-2	0	-47	31	102	99	-4	1	-6	102	Cc1ccc(/C=N/Nc2ccc(C(=O)O)cc2)s1
48	-3	-1	-4	-21	7	100	96	-5	-26	0	101	CCCn1ncc(CN2CCC(Cc3cccc(F)c3)(C(=O)OCC)CC2)c1C
49	-6	-4	-4	-4	21	96	96	-8	-1	-9	98	COC(=O)c1ccc(NC(=O)CSC2=NCCN2)cc1
50	-4	-2	-3	-36	12	102	100	-4	0	-4	102	Cc1ccc(C(=O)NC(=S)N2CCN(C(=O)OC(C)(C)C)CC2)cc1Br
51	4	2	2	-68	27	99	?	-1	-1	5	96	[O-]/C(=C(\C(=S)NCc1ccc2c(c1)OCO2)[n+]1ccccc1)c1ccc(Cl)s1
52	1	-5	4	-6	4	102	104	-2	1	0	101	O=C(c1nc(-c2ccccc2)n(-c2ccccc2)n1)N1CCCCCC1
53	-2	-3	-3	-5	9	104	101	-7	-3	-1	101	COc1ccccc1-c1nnc2sc(COc3ccc(Cl)cc3)nn12
54	-2	0	0	-15	1	102	100	0	-3	-1	100	CCCOc1ccc(C2C(=O)N(C3CCCCC3)CC(=O)N2CCCOCC)cc1OC (configuration not stated)
55	-2	-3	0	-7	8	97	98	-1	-2	-3	101	O=C(CSCC(=O)Nc1nccs1)Nc1ccccc1
56	-7	-7	0	5	4	99	97	-9	-2	-15	100	O=C(NC1CCCC1)C1CCC(=O)N1CCc1ccccc1 (configuration not stated)
57	-6	-6	-1	-10	11	97	96	-8	-2	-10	94	COc1ccc(-n2nnnc2SCC(=O)N2CCOCC2)cc1
58	-11	-9	0	-30	25	98	93	-7	2	-13	101	COc1ccc(Cl)cc1NS(=O)(=O)c1ccc(S(=O)(=O)N2CCCC2)cc1
59	-9	-5	0	-34	18	94	102	-6	-4	-17	99	Nc1ccc2c(c1)COc1ccccc1O2
60	-3	-2	-2	-75	1	99	99	-3	-2	0	98	COC(=O)N/N=C/c1cc(C)n(-c2ccc(F)cc2)c1C
61	-9	-7	-3	-50	15	99	103	-34	-8	12	97	CCOC(=O)c1c(-c2ccc(C)s2)csc1N
62	-8	-7	-3	-73	2	102	99	-8	-3	-5	100	C/C(=N\NC(=O)CSCc1ccccc1Br)c1cccc([N+](=O)[O-])c1
63	-4	-2	-1	-33	5	102	99	0	0	0	86	CNC(=S)N1CCN(c2nc3ccccc3s2)CC1
64	.	.	.	0	6	97	?	.	.	.	99	Cc1ccc(NC(=O)NC(=O)c2cnccc2C(F)(F)F)c(C)c1
65	-8	1	0	1	23	74	90	-6	3	-9	98	COc1cccc(CN(C)CC(=O)NC(=O)NCc2ccco2)c1
66	0	1	0	12	22	93	97	3	0	3	76	Cc1cc(C)nc(/N=C(\N)Nc2ccc(S(=O)(=O)O)cc2)n1
67	.	.	.	-5	2	88	?	.	.	.	95	CCOC(=O)Cc1csc(NC(=O)CC(C)(C)CC(=O)O)n1
68	-12	-20	-4	-18	12	98	99	-9	-1	-12	99	COc1cccc(NC(=O)c2cccs2)c1
69	-9	-4	1	-25	9	92	106	-11	0	-9	97	O=C(O)CSC(NC(=O)c1cccnc1)(C(F)(F)F)C(F)(F)F
70	.	.	.	4	10	85	?	.	.	.	94	COc1ccc(-c2c(NC(=O)c3ccco3)n(-c3ccccc3)nc(C)c2=O)cc1
71	-4	-2	-1	-72	0	97	100	0	0	-8	98	CC(C)N1CCC(N2CCN(CC#Cc3ccccc3)CC2CCO)CC1 (configuration not stated)
72	2	1	-1	-26	2	107	107	-2	0	0	106	Cc1cccc(CC2CC(=O)N(c3ccccc3)C2=O)c1 (configuration not stated)

Bioassay records from PubChem BioAssay.
